CXCR6 block: blocks human CXCR6 beta-arrestin recruitment. CHO-K1 PathHunter CXCR6 beta-arrestin, luminescence. inhibition, % at 20 µM. 360,000 compounds, 0.36% hits. AID 602244; in the data active = inhibition above about 34%, passing the limit was not always enough;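 note: antagonist mode with CXCL16 agonist at 10 nM final; 0% = 10 nM CXCL16 with DMSO and 100% = unstimulated wells without agonist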
Target sequence (O00574 whole entry, looked up): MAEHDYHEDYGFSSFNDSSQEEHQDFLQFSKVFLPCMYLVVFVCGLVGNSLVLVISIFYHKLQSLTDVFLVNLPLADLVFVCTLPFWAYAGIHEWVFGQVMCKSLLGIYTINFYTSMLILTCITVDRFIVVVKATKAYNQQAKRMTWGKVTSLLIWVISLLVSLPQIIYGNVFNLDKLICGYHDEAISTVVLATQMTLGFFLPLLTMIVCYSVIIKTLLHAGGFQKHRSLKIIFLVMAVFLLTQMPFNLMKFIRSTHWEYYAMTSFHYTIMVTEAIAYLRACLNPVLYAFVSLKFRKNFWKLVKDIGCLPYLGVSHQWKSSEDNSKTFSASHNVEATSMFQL
GRIN3A LBD mod: modulators (binders) of human NR3A ligand-binding domain; NR3A LBD differential scanning fluorimetry, Tm shift; 0% = protein alone, 100% = glycine-bound protein; Tm shift relative to glycine control, % at 25 µM; 340,000 compounds, 2.5% hits;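 active = melting temperature shift of at least 10% of the positive control shift, at one fixed dose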
CCR6 antagonist: antagonists of human CCR6 receptor | inhibition, % at 20 µM | CHO-K1 CCR6 PathHunter beta-arrestin, luminescence, CCL20-stimulated | AID 493098 | 340,000 compounds, 0.49% hits;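 active = compounds whose inhibition of the agonist-driven luminescence signal at 20 µM reaches about 50%, limit read from the data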;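 note: cells stimulated with CCL20 at 14 nM final; plate controls were DMSO with CCL20 for no effect and DMSO without agonist for full effect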
Target sequence (P51684 whole entry, looked up): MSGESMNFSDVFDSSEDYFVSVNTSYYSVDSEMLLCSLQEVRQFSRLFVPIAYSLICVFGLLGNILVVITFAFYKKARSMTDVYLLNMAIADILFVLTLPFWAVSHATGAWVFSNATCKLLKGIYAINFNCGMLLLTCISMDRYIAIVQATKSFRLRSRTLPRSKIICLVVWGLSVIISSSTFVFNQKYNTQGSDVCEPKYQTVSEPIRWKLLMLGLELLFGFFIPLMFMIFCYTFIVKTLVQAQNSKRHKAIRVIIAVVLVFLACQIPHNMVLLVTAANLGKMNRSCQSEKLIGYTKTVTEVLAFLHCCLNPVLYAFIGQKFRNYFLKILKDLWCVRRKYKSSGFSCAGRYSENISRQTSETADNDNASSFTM
A3A deaminase: inhibitors of human APOBEC3A DNA deaminase; recombinant A3A, FAM/TAMRA ssDNA deamination fluorescence; inhibition, % at 20 µM; 330,000 compounds, 0.41% hits; AID 493011;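 active = at least 40% inhibition at 20 µM here, with at most 30% in a related deaminase screen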;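 note: plate controls were A3A with DMSO for no effect and wells lacking A3A enzyme for full effect; some results filed as inactive read as strong as hits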
MPTP block: inhibitors of mitochondrial permeability transition pore. inhibition, % at 10 µM. 360,000 compounds, 1.4% hits. isolated mouse mitochondria, Ca2+ swelling absorbance, 30 min;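 active = inhibition of 50% or more, scaled per plate between neutral and stimulator controls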;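 note: 0% = DMSO wells given calcium and 100% = 1 mM EGTA wells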
EBI2 block: antagonists of human EBI2 receptor | 360,000 compounds, 0.81% hits | AID 651636 | inhibition, % at 5 µM | P32249 | EBI2 beta-arrestin recruitment, luminescence, 7a,25-OHC stimulated; in the data active = inhibition above about 38%;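 note: enzyme fragment complementation signal reports receptor beta-arrestin coupling in cells; 0% = agonist plus DMSO wells and 100% = wells without agonist; some results beyond the cut were filed as inactive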
Gli-Sufu block: Gli-Sufu pathway antagonism; Sufu-KO-LIGHT fibroblasts, Gli luciferase reporter luminescence; inhibition, % at 5 µM; 340,000 compounds, 0.74% hits; AID 588413;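 active = inhibition above about 55%, limit read from the data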;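 note: 0% = DMSO-treated cells and 100% = wells with medium but no cells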
A3G deaminase: inhibitors of human APOBEC3G DNA deaminase; Q9HC16; recombinant A3G, ssDNA deamination FAM/TAMRA fluorescence; inhibition, % at 20 µM; 330,000 compounds, 0.28% hits; AID 493012;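 active = inhibition of at least 40% at 20 µM, with no more than 30% in the related APOBEC3A deaminase screen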;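 note: plate controls were DMSO wells with A3G for no effect and wells lacking A3G enzyme for full effect; some compounds called inactive have numbers as strong as hits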
Target sequence (Q9HC16 whole entry, looked up): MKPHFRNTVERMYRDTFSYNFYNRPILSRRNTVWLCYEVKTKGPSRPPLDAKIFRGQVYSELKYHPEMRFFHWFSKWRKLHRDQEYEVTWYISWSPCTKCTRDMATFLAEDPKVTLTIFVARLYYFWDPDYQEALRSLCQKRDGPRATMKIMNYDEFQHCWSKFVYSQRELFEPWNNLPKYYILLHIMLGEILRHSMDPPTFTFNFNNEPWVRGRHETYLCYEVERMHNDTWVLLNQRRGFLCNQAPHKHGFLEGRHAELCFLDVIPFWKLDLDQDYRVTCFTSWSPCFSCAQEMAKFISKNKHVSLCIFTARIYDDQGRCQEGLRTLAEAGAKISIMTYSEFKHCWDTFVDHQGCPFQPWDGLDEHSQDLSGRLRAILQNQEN
Starred values were filed as active, the others as inactive; x = not tested or not shown.

SMILES	CXCR6 block	GRIN3A LBD mod	CCR6 antagonist	A3A deaminase	MPTP block	EBI2 block	Gli-Sufu block	A3G deaminase
O=C(CSc1nnc2n(C3CCCC3)c(=O)c3ccccc3n12)N1CCCCCC1	4.7	-0.7	-7.7	4.2	0.2	-26.5	2.5	-7.5
O=C(C(Sc1ccccc1)c1ccccc1)N1CCOCC1 (centres undefined)	-6.3	0.3	8.1	-4.2	1.5	-0.2	-2.3	-5.7
COCc1cc(=O)[nH]c(N2CCN(C(=O)c3ccco3)CC2)n1	1.1	1.7	8.5	-5.2	-0.5	-1.7	5.2	-10.0
COc1ccc(CCC(=O)OCc2csc(CC(=O)Nc3ccc(C)cc3)n2)cc1OC	-0.5	-2.4	5.3	2.0	0.5	-7.7	-6.5	-7.7
Cc1ccc(C(=O)OCC(=O)N(C)c2ccccc2)cc1C	5.2	-0.8	21.8	1.8	1.8	8.5	-21.1	-1.7
CCOc1ccc2[nH]c3nc(SCC(=O)NC4CCCC4)nnc3c2c1	-2.6	-4.5	15.4	-0.4	-0.1	-7.4	1.8	-4.5
COc1ccc(-c2csc(NC(C)c3nc4cc(Cl)c(Cl)cc4n3CCOCCO)n2)cc1 (centres undefined)	-2.2	-1.0	3.4	0.2	0.4	14.7	4.0	1.7
C[C@H](CO)N1C[C@H](C)[C@@H](CN(C)Cc2ccc(-c3ccccc3)cc2)Oc2c(NS(=O)(=O)c3ccc(F)cc3)cccc2C1=O	6.5	-5.9	6.0	2.9	-0.7	-2.6	0.8	-5.3
CN1CCOCCOCCN(C)C(=O)N2CCOCCOCCN(CCOCC2)C1=O	-0.2	-2.2	-12.9	8.1	0.5	-11.1	-4.1	-3.2
CCOC(=O)NCc1ccc(S(=O)(=O)Nc2ccccc2C)cc1	-3.3	-0.4	9.5	-1.3	2.6	-0.4	7.3	-9.4
CCC(C)(C)C1CCC2(CC1)NC(=O)N(CC(=O)Nc1cc(C(F)(F)F)ccc1N1CCOCC1)C2=O (centres undefined)	-3.0	-0.6	7.2	11.2	0.7	0.5	2.3	-2.8
CCOC(=O)c1ccc(NC(=O)C2(c3ccc(OC)cc3)CCCC2)cc1	-1.6	-5.5	17.1	-5.2	1.7	17.6	21.6	-11.9
O=C(CSc1nnc(C2COc3ccccc3O2)o1)Nc1nccs1 (centres undefined)	3.5	-0.3	39.7	-2.6	-1.7	-6.5	21.7	-2.9
COC(=O)c1c(NC(=O)c2ccco2)sc(C(=O)N2CCCC2)c1C	-3.0	x	8.0	-2.3	-0.7	-1.8	3.0	3.0
O=C(NCC(=O)N1CCN(S(=O)(=O)/C=C/c2ccccc2)CC1)c1ccc(Cl)cc1	-1.2	1.4	14.0	-7.7	-0.3	10.7	-0.1	-6.6
CC(=O)NC1C(=O)N(CCN2CCOCC2)c2ccc(Cl)cc21 (centres undefined)	12.5	-6.1	-5.3	x	0.0	-5.2	0.4	x
COc1ccc(-c2[nH]ncc2N=Nc2cc(C)cc(C)c2)cc1	13.3	-9.1	9.7	-2.4	3.6	8.5	0.7	-6.6
CCC(C)Nc1nc2c(C)cccn2c(=O)c1C=Nc1ccc(OC)cc1 (centres undefined)	-2.0	-6.8	19.6	-2.9	0.9	-7.5	-2.7	-9.0
CC(C)(C)c1cc(CCC(=O)NCCc2ccccn2)cc(C(C)(C)C)c1O	17.0	-1.3	18.7	-4.1	0.5	7.2	-15.9	-13.5
Cn1c(SCC(=O)Nc2cccc(F)c2)nnc1-c1cccnc1	-4.8	-2.7	8.4	-2.7	-0.5	-7.3	4.9	-4.7
CCOC(=O)C(NC(C)=O)(Nc1ccc(S(=O)(=O)Nc2cc(C)on2)cc1)C(F)(F)F (centres undefined)	21.2	0.5	-17.1	-1.9	-4.8	-0.2	4.9	-3.0
O=C(O)Cn1cc2c(n1)CCCC2	6.1	-0.8	7.3	-2.1	0.3	4.5	-1.9	-5.3
Cc1ccc(COc2cccc3c2CCN(Cc2ccc(F)cc2)C3=O)cc1	3.6	0.5	22.0	1.0	11.2	14.1	2.6	34.6
CCCOc1ccc(C2=CSC3=NCCN23)cc1	-1.7	-1.2	15.1	-3.5	0.0	-7.4	15.1	-6.2
C/C(=N\NS(=O)(=O)c1cccc([N+](=O)[O-])c1)c1cccnc1	5.8	1.9	-1.8	3.9	2.7	2.5	4.3	4.2
Cc1onc(-c2ccccc2)c1C(=O)N/N=C/c1ccc([N+](=O)[O-])s1	3.3	-9.8	-2.2	-2.2	-0.3	11.7	5.7	-3.0
CS(=O)(=O)N(CCc1ccccc1)CC(=O)NCc1cccnc1	-0.5	1.3	-5.8	0.9	-2.1	-4.8	-4.0	-3.7
CCC(C)N(C(=O)COc1ccc(Br)cc1C=O)C1CCS(=O)(=O)C1 (centres undefined)	5.3	-1.9	-0.4	-3.9	0.1	-0.6	-10.5	-12.2
COCCCC1CCN(C(=O)C2CCC(=O)N(CCc3cccc(F)c3)C2)CC1 (centres undefined)	3.3	1.6	14.8	3.0	-1.4	10.4	-0.7	-7.1
O=C(NNC1=NC2(CCCC2)Cc2ccccc21)c1cccnc1	12.6	-0.8	7.2	-2.6	-2.8	-4.6	-6.8	-7.0
CC1CCC2(CC1)NC(=O)N(Cc1nc(-c3ccccc3)no1)C2=O (centres undefined)	-16.5	0.2	2.2	-4.1	1.5	2.0	-8.0	-5.7
CSc1ccc(CN(C)C(=O)c2cc(=O)[nH]c3ccccc23)cc1	-4.2	0.8	-4.0	0.5	0.7	-2.7	-8.7	-1.4
O=C(/C=C(/c1ccc(Cl)cc1)n1cncn1)c1ccccc1	2.2	-1.0	-8.7	-1.8	1.4	3.9	0.8	-5.2
CC(C)N(CC#CC(O)(c1ccccc1)c1ccccc1)CCO	0.5	-1.1	1.2	-3.7	-0.9	0.4	2.6	-10.5
O=C(NNS(=O)(=O)c1ccc([N+](=O)[O-])cc1)c1cnn(-c2ccccc2)c1-n1cccc1	-13.8	0.2	-4.2	-0.3	0.3	1.9	-1.7	-1.8
CCCc1cc(=O)[nH]c(SCC(=O)Nc2ccc(S(=O)(=O)N3CCCC3)cc2)n1	0.7	-8.7	9.8	3.8	-0.9	-8.1	0.0	3.9
Cc1nnc(NC(=O)c2ccccc2C(=O)O)s1	3.5	1.0	19.7	-2.8	-1.2	4.2	-3.3	-5.5
O=C(NNS(=O)(=O)c1ccccc1)C1CCN(S(=O)(=O)c2ccc(Cl)cc2)CC1	1.8	3.2	-10.9	1.4	1.3	-7.0	10.8	-3.0
Cc1cc2oc(=O)cc(CN3CCC(C)CC3)c2c(C)c1Cl	-13.1	2.0	1.8	1.1	3.2	-7.9	-54.8	1.0
COC(=O)Cc1csc(NC(=O)CSc2nncn2C)n1	8.0	-1.0	-3.2	0.4	-0.4	-7.5	-9.9	3.1
COc1cc(C(=O)OCC(=O)NC2CC2)cc(OC)c1OC	-2.9	0.1	6.9	-4.0	-0.9	4.9	2.0	-4.0
CN(C(=O)C1CCN(c2ncnc3c2nc2n3CCCCC2)CC1)C1CCCCC1	-10.3	-1.1	8.0	-0.4	-1.3	9.8	13.2	-3.4
CC(NC(=O)CNC(=O)[C@@H]1Cc2ccccc2CN1)c1ccccc1 (some centres undefined)	-3.5	-0.2	11.3	-2.1	0.9	-3.2	-5.4	-1.6
O=C(NCC(=O)N(c1ccccc1F)C(C(=O)NC1CCCC1)c1ccncc1)c1ccco1 (centres undefined)	-11.0	-1.7	-3.7	-7.0	-1.2	3.0	3.4	-12.5
CCOC(=O)CC1C(C(=O)OCC)ON2OC(C(=O)OC)C(C(=O)OCC)C12 (centres undefined)	-5.6	1.4	1.3	-2.0	0.6	-14.0	8.7	-7.7
CCn1ccnc1C(O)c1cccc2ccccc12 (centres undefined)	5.1	-1.4	9.9	-6.8	-2.0	-2.3	0.7	-3.9
Cc1cc(C)cc(NC(=O)c2cccn2-c2ncc(C(F)(F)F)cc2Cl)c1	-4.3	-12.3	2.7	3.6	0.2	6.0	-14.0	4.4
O=C1C=C(N2CCOCC2)CCC1	-1.4	-1.4	-2.9	-3.5	-2.5	0.3	-9.6	-6.1

3 of the compounds above, with two lines to a compound:
Order of results: CXCR6 block, GRIN3A LBD mod, CCR6 antagonist, A3A deaminase, MPTP block, EBI2 block, Gli-Sufu block, A3G deaminase
- CS(=O)(=O)N(CCc1ccccc1)CC(=O)NCc1cccnc1
    -0.5, 1.3, -5.8, 0.9, -2.1, -4.8, -4.0, -3.7
- CCC(C)N(C(=O)COc1ccc(Br)cc1C=O)C1CCS(=O)(=O)C1 (centres undefined)
    5.3, -1.9, -0.4, -3.9, 0.1, -0.6, -10.5, -12.2
- COCCCC1CCN(C(=O)C2CCC(=O)N(CCc3cccc(F)c3)C2)CC1 (centres undefined)
    3.3, 1.6, 14.8, 3.0, -1.4, 10.4, -0.7, -7.1

Remaining list, next part.
SMILES	CXCR6 block	GRIN3A LBD mod	CCR6 antagonist	A3A deaminase	MPTP block	EBI2 block	Gli-Sufu block	A3G deaminase
CCn1c(-c2cc(-c3ccc(OC(C)C)cc3)nc3ccccc23)n[nH]c1=S	-2.0	-5.5	-13.1	1.3	0.7	-2.2	-36.4	-1.4
CC(Sc1nc(-c2ccc(F)cc2)cs1)C(=O)N1c2ccccc2CC1C (centres undefined)	-11.9	1.2	6.1	0.4	4.5	10.8	34.1	-1.3
O=C1NC(=Nc2ccc(F)cc2)CS1	13.7	0.0	2.4	-1.0	-0.1	-5.5	-4.6	-8.9
O=C(c1cccs1)N1CCC(c2nc3ccccc3s2)CC1	-4.7	2.0	-1.9	5.0	-0.6	-3.6	1.6	-7.6
Cc1ccc(S(=O)(=O)Nc2c(NC3CCCCC3)c3ccccc3oc2=O)cc1C	-7.5	-2.0	10.4	-1.9	-1.4	-9.4	2.4	-2.5
Cn1c(CN2CCCCC2)nc2cc(NC(=O)c3ccc(Cl)cc3)ccc21	-0.8	-0.3	5.4	-3.4	-0.4	6.7	-10.2	-10.2
O=C(CCN1C(=O)c2ccccc2C1=O)NCc1cccc(Cl)c1	-1.4	1.0	6.5	3.2	1.1	-9.3	-12.2	-2.0
COc1ccccc1C(=O)NCCOc1ccc(C)c(C)c1	1.6	-4.0	11.1	-6.2	-0.1	-7.6	-1.7	5.6
N#CCSc1nnc(Cc2cccs2)n1C1CCCCC1	2.4	-1.6	-4.1	5.3	-0.4	11.9	3.2	-2.5
O=S(=O)(Nc1ccccn1)c1cccc(S(=O)(=O)c2ccc(Cl)cc2)c1	7.9	0.0	-5.5	3.8	6.7	-9.4	3.8	-10.1
Cc1c(C(C)(C)C)c(C=S)n2ccccc12	10.5	2.6	30.7	-3.1	2.9	-5.8	-0.6	-10.1
CCOC(=O)C1(Cc2cccc(F)c2)CCN(C(=O)Cc2cccnc2)CC1	-2.3	-0.1	20.2	-5.6	-0.2	2.2	5.6	-4.1
Cc1ccc(C(=O)N2CC(=O)Nc3ccc(F)cc3C2c2ccc(F)cc2)cc1[N+](=O)[O-] (centres undefined)	-7.5	-2.6	1.1	-2.4	-0.7	3.7	-21.1	-9.7
COCCNC(=O)c1c[nH]n2c(=O)cc(C3CCN(C(=O)OC(C)(C)C)CC3)nc12	-2.7	-0.9	-9.9	-4.3	-0.4	-0.9	2.2	-10.6
Cc1cc(NC(=O)CN2C(=O)NC(C)(CCc3ccccc3)C2=O)no1 (centres undefined)	3.3	-1.5	-0.7	3.6	-1.1	4.9	-3.0	3.9
CN(C)CCCN(Cc1ccccc1)C(=S)Nc1ccc(OC(F)F)cc1	-0.3	-0.1	1.7	1.7	-1.3	0.5	15.7	-1.9
CCNC(=O)/C(C#N)=C/c1c(N2CCN(C)CC2)nc2c(C)cccn2c1=O	-4.2	-0.7	-3.3	-2.8	-0.9	-15.0	1.4	-6.8
COc1ccccc1CNC(=O)Cn1cccc1	1.7	-8.1	-0.8	-6.7	0.1	-2.3	6.7	-5.8
COc1cccc(CNC(=O)c2ccc3nc[nH]c3c2)c1	0.0	-0.6	14.8	-0.5	0.3	-21.6	-5.7	-0.5
Cc1csc(NC(=S)NC(=O)c2ccccc2)n1	9.8	4.2	24.9	-2.6	-2.3	7.4	-87.7	-2.9

From PubChem BioAssay
